Screens: PubChem BioAssay, The Scripps Research Institute Molecular Screening Center
TEAD-YAP block = TEAD-YAP interaction inhibition, primary screen, TEAD-YAP interaction inhibitor project, luminescence, HEK-TIYL cells; 640,000 compounds, 1.4% hits; TEAD-Gal4/YAP UAS-luciferase luminescence; inhibition, % at 9.12 µM; in the data active means inhibition above about 32%;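 further: 0% = median of test compound wells and 100% = reference inhibitor wells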
MITF primary = MITF inhibitors, primary screen, biochemical, AlphaScreen, human | Microphthalmia-associated transcription factor (Homo sapiens), O75030 | AlphaScreen MITF homodimerization, bead proximity signal | inhibition, % at 2.6 µM | 650,000 compounds, 0.91% hits | AID 1259374, 2018; in the data active means inhibition above about 50%;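 further: 0% = vehicle wells with protein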
Target sequence (O75030 whole entry, looked up): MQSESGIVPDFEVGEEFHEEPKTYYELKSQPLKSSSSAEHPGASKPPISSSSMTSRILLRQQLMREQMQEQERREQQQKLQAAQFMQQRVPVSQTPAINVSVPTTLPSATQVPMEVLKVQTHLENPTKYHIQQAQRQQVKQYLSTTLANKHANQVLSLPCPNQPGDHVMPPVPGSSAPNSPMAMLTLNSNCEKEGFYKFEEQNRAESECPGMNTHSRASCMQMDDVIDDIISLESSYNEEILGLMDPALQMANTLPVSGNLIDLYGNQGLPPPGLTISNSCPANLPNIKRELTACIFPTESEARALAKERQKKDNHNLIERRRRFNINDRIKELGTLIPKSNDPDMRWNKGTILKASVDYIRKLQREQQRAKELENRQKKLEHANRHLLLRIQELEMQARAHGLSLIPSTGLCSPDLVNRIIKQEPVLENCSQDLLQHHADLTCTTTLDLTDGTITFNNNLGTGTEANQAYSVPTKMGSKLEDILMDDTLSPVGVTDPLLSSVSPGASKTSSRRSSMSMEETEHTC
GPR151 activ = activators of human GPR151, primary screen, cell-based, PathHunter beta-arrestin, luminescence | G-protein coupled receptor 151 (Homo sapiens), Q8TDV0 | PathHunter beta-arrestin GPR151 cells | activation, % at 11.2 µM | 650,000 compounds, 1% hits; in the data active means activation above about 4.9%;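 further: 0% = median of compound wells and 100% = cells with positive control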
Target sequence (Q8TDV0 whole entry, looked up): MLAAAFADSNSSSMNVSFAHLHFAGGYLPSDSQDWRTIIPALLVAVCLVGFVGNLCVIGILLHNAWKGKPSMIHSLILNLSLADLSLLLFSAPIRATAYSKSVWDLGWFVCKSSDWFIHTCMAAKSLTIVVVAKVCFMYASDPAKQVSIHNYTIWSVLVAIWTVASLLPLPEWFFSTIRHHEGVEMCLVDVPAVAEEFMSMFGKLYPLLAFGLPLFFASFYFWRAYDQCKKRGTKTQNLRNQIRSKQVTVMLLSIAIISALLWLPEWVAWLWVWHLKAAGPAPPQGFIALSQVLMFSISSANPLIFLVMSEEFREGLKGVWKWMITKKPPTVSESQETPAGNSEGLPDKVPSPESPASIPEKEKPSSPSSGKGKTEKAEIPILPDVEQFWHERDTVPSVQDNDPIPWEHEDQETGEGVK
FBW7 activator = FBW7 E3 ligase activators, primary screen, biochemical, AlphaScreen, human | F-box/WD repeat-containing protein 7 (Homo sapiens), Q969H0 | AlphaScreen FBW7–phospho-cyclin E peptide binding, activator screen | normalized activity (activation), % at 26.1 µM | 650,000 compounds, 0.13% hits | AID 1259310, 2017; in the data active means normalized activity above about 1.9%;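 further: purified mutant Fbw7 with reduced substrate affinity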
Active calls of the source: *.

SMILES	TEAD-YAP block	MITF primary	GPR151 activ	FBW7 activator
CCn1cc(C(=O)N2CCOCC2)c(=O)c2cc(S(=O)(=O)N3CCCCC3)ccc21	3	6	0.3	0.1
COc1ccc(-c2csc3ncnc(SCc4c(C)noc4C)c23)cc1	-3	-16	8.1*	0.4
Cc1nc2sc3c(c2c(-c2ccccc2)c1C(N)=O)CCCC3	-1	-4	-2.2	0.2
COCCNc1nc2nonc2nc1N(C)CC1CCCCN1C (centres undefined)	1	-5	0.0	0.0
CC(C)c1nnc(NC(=O)c2ccccc2C(F)(F)F)s1	-14	13	2.3	0.2
COc1cc2c(cc1OC)C1(CCCC1)CNC2c1ccc([N+](=O)[O-])cc1 (centres undefined)	5	10	3.1	-0.6
Cc1nn(CCCC#N)c(=O)c2cc3ccsc3n12	-7	-16	-0.3	-0.1
COc1cc(CNC23CC4CC(C)(CC(C)(C4)C2)C3)ccc1OCC(=O)NC(C)(C)C	-3	5	-0.8	-0.1
Cc1c(C(=O)N2CCC(C(N)=O)(N3CCCCC3)CC2)sc2ncnc(N3CCCCC3C)c12 (centres undefined)	-11	-6	0.9	0.0
Cc1cc(/C=C(/C#N)C(=O)Nc2ccccc2)c(C)n1-c1cccnc1	-61	0	1.4	0.1
Cc1c(C(=O)Nc2ccc(N3CCOCC3)c3nonc23)cccc1[N+](=O)[O-]	-4	18	-0.7	-0.1
CCOc1ccc(NC(=O)c2ccccc2CO)cc1	-29	2	-5.2	0.7
Cc1ccc(/C=C/C(=O)NCc2ccc(F)cc2)cc1	4	16	-1.3	0.1
Cn1c(=O)cc(N2CCCCC2)n(Cc2ccccc2)c1=O	3	-7	0.8	-0.2
COc1ccc(S(=O)(=O)N(CC(=O)Nc2ccccc2C(F)(F)F)c2ccc(Cl)cc2)cc1	16	5	0.4	0.2
CC1=C(C(=O)NCc2ccccc2)C(c2ccc(F)cc2)NC(=S)N1 (centres undefined)	5	5	-0.4	0.0
COc1cc(Br)cc(C=Nc2ccccc2)c1O	-2	-4	-0.5	-0.1
COc1cccc(N/C(SCc2ccc(C)cc2C)=C(/C#N)C(N)=O)c1	-10	4	3.1	-0.2
COc1ccc(NC(=S)Nc2cccc(F)c2)cc1	-2	11	-0.5	0.1
COc1ccc(CCNC(=O)CCn2c(SCC(=O)Nc3cc(C)[nH]n3)nc3ccccc3c2=O)cc1OC	-10	-5	0.9	-0.1
O=C(CSc1ccc(-c2ccc(F)cc2)nn1)NC1CCCC1	-1	-19	-0.8	-0.2
C=CCN1C(=O)C(=O)/C(=C(\O)c2ccc(Br)cc2)C1c1ccc(F)cc1 (centres undefined)	-12	0	-0.2	0.0
OCC1CCCN1c1nccc(NC2CC2)n1 (centres undefined)	-6	20	-1.1	0.2
O=C(c1ccccc1)c1ccc([N+](=O)[O-])cc1Cl	-10	-8	0.0	-0.4
CCOc1ccc(NC(=O)c2nnn(-c3cc(C)cc(C)c3)c2N)cc1	9	-6	-1.4	-0.1
Next structures follow:
SMILES	TEAD-YAP block	MITF primary	GPR151 activ	FBW7 activator
Cc1cc(OCC(O)CN2CCN(c3ccccc3F)CC2)cc(C)c1Cl (centres undefined)	-2	-13	0.0	-0.1
Cc1cccc(NC(=O)Cn2nnc(-c3nc(-c4ccncc4)no3)c2N)c1	11	4	-1.0	0.8
CN(Cc1ccccc1)C(=O)Cn1c(=O)oc2cc(Cl)ccc21	-41	8	-0.3	-0.1
COCCNC(=O)c1cc(C)nn1-c1ccccc1	5	1	2.2	0.0
CC(C)NC(=O)CN(CCc1ccccc1)S(C)(=O)=O	2	11	-1.4	0.8
Cc1c(NC(=O)c2ccc3ccccc3n2)cccc1-c1nc2cccnc2s1	-15	-9	1.0	-0.1
O=C(NCc1nc2ccccc2[nH]1)C1CCN(c2ccc(Nc3ccc(-n4ccnc4)cc3)nn2)CC1	-25	28	0.9	0.1
COc1ccc(-c2cccc(C(=O)NCC(=O)O)c2)cc1	-13	-6	0.9	0.2
CC(C)(C)c1[nH]nc2c1C(c1ccccc1C(F)(F)F)C(C#N)=C(N)O2 (centres undefined)	8	19	1.9	0.8
CC1CN(c2ccc([N+](=O)[O-])c(NCCOc3ccccc3)c2)CC(C)N1 (centres undefined)	-4	15	1.1	-0.3
COc1ccc(C(C)(C)C)cc1NC(=O)c1ccc[n+]([O-])c1	-9	5	-0.6	0.0
Cc1ccc(-n2nc(C)c3c(Cl)c(C(=O)NC(C)C)cnc32)cc1	6	7	-1.3	0.6
COc1ccc(/C=N\NC(=O)Cc2cccn2C)cc1OC	-14	-2	0.6	-0.1
O=C(CCN1C(=O)c2cccc3cccc(c23)C1=O)NCCN1CCOCC1	-6	-5	-0.3	-0.1
CC1CCN(C(=O)c2ccccc2NC(=O)c2cccc(S(=O)(=O)N3CCCC3)c2)CC1	8	-2	2.2	0.0
COc1ccc2ccccc2c1CN1CCN(C(=O)c2ccccc2)CC1	2	-4	-0.5	0.0
COc1cccc(NC(=O)CCC2CCN(C(=O)c3ccc(-n4ccnc4)cc3)CC2)c1	-5	-5	-0.3	-0.1
CC1(C2CCN(C3CCSC3)CC2)NC(=O)N(Cc2ccc(F)cc2)C1=O (centres undefined)	18	-5	-0.9	0.2
CCOc1ccc(C2=CC(c3cccc(OC)c3OC)n3nnnc3N2)cc1Cl (centres undefined)	0	3	0.1	0.1
CCCN1CC[C@H]2[C@H](CCC(=O)N2Cc2ccc(F)cc2)C1	7	6	0.6	0.2
Cc1csc2c(=O)n3c(nc12)CCCCC3	0	5	2.2	-0.1
CCn1c(SCC(N)=O)nc2sc3c(c2c1=O)CCCC3	-6	-2	-0.5	0.2
CC(C)C1C(C#N)=C(N)Oc2n[nH]c(-c3ccccc3)c21 (centres undefined)	6	10	0.4	-0.1
COC(=O)c1cc(CNC(=O)c2cccc(OC)c2)cc(NC(=O)C2CCC2)c1	5	4	-0.1	0.1
COc1ccc(Cl)cc1NC(=O)C(c1ccccc1)c1ccccc1	-23	0	-1.8	0.1

The final six compounds of the part before lead into the next:
SMILES	TEAD-YAP block	MITF primary	GPR151 activ	FBW7 activator
CCCN1CC[C@H]2[C@H](CCC(=O)N2Cc2ccc(F)cc2)C1	7	6	0.6	0.2
Cc1csc2c(=O)n3c(nc12)CCCCC3	0	5	2.2	-0.1
CCn1c(SCC(N)=O)nc2sc3c(c2c1=O)CCCC3	-6	-2	-0.5	0.2
CC(C)C1C(C#N)=C(N)Oc2n[nH]c(-c3ccccc3)c21 (centres undefined)	6	10	0.4	-0.1
COC(=O)c1cc(CNC(=O)c2cccc(OC)c2)cc(NC(=O)C2CCC2)c1	5	4	-0.1	0.1
COc1ccc(Cl)cc1NC(=O)C(c1ccccc1)c1ccccc1	-23	0	-1.8	0.1
O=C(c1ccc(Cl)cc1Cl)n1cc([N+](=O)[O-])cn1	6	5	-0.9	-0.1
COc1ccc(Cl)cc1NC(=O)Nc1ccc(C(=O)N2CCOCC2)cc1	-2	7	0.1	0.8
COc1ccc(-c2cccc(C(=O)NCc3cccnc3)c2)cn1	-7	15	-0.2	0.0
Cc1cccc(C(=O)N2CCc3c(cnc(C)c3CNC(=O)CN3CCCC3)C2)c1	-16	15	-0.8	0.2
Cc1[nH]c(=O)c(C#N)c(C)c1CCC(=O)O	-3	-13	-1.9	0.0
COc1ccccc1OCCSc1nnnn1-c1ccc(C)cc1	-27	-7	0.0	-0.1
O=C(CCCn1c(SCC(=O)c2ccc(Cl)c(Cl)c2)nc2cc3c(cc2c1=O)OCO3)NCc1ccc2c(c1)OCO2	4	4	0.0	0.2
COc1cc(CC2(CCC(=O)NCCCn3cccn3)CCC(=O)N2)ccc1F (centres undefined)	0	15	-0.6	0.3
CSc1ccccc1NC(=O)N1CCCC(N2CCOCC2)C1 (centres undefined)	6	6	1.5	0.1
O=C(O)CCn1c(SCC(=O)NCC2CCCO2)nc2ccsc2c1=O (centres undefined)	8	6	1.0	0.0
CCOP(C)(=O)C(c1ccccc1)N(C)S(C)(=O)=O (centres undefined)	-6	4	-0.9	0.1
COc1cccc(C2CC(c3cccs3)=NN2C(=O)CSc2nnc(CNC(=O)c3ccco3)n2C)c1OC (centres undefined)	-7	-10	1.2	0.1
Cc1c(Cl)cccc1NC(=O)c1ccc(N(Cc2ccccc2)S(C)(=O)=O)cc1	-7	-9	1.8	0.3
Cc1ccc(C)c(Nc2nc3ccccc3n3cnnc23)c1	4	25	0.2	0.3
Cc1ccc(S(=O)(=O)N(C)C)cc1NC(=S)N(CCO)Cc1ccccc1	3	-9	0.2	0.0
CCOc1ccc2nc3sc(C(=O)NC(C)CC)c(N)c3cc2c1 (centres undefined)	8	8	-0.7	0.2
CCCCC1CCC(C(=O)Nc2c3c(nn2-c2ccc([N+](=O)[O-])cc2)CS(=O)(=O)C3)CC1 (centres undefined)	-3	4	0.8	-0.2
O=C(CN1CCOCC1)N1CCc2ccccc2C(c2ccccc2)C1 (centres undefined)	-5	-13	2.4	-0.3
COc1ccc(/C=C2/N=C(c3ccc(Br)cc3)NC2=O)cc1	1	-13	-1.1	0.0
NC(=O)c1cccc(N=c2oc3ccc(Br)cc3cc2C(N)=O)c1	-11	18	-1.6	0.5
COc1cc2nc(N3CCOCC3)nc(Nc3ccc(NC(C)=O)cc3)c2cc1OC	-7	-5	-0.3	-0.1
O=C(c1cccc(NS(=O)(=O)c2ccc(Cl)cc2)c1)N1CCC2(CC1)OCCO2	5	0	1.8	-0.1
O=C(COc1cccc(Cl)c1)Nc1ccccc1F	-44	-3	0.8	0.0
COc1ccc(S(=O)(=O)N(CC(=O)N2CCN(C)CC2)c2ccccc2)cc1OC	-3	5	0.5	-0.2
Cc1ccc(S(=O)(=O)CC(=O)c2cccc([N+](=O)[O-])c2)cc1	2	-6	-0.2	-0.3
Continuation:
SMILES	TEAD-YAP block	MITF primary	GPR151 activ	FBW7 activator
Cc1ccc(NC(=O)/C(=C\c2cccs2)NC(=O)c2ccsc2)cc1	3	6	0.3	0.1
Cc1ccc(Nc2ncc(-c3cccc(CO)c3)n3ccnc23)cc1	-62	2	0.8	0.1
COC(=O)c1ccc(NC(=O)CC2C(=O)N(c3ccc(C)cc3)C(=O)N2C2CCCC2)cc1 (centres undefined)	-10	8	0.8	-0.3
CCC(=O)Nc1sc2c(c1C(=O)Nc1cccc3ccccc13)CCCC2	-11	13	1.5	-0.1
COC(=O)c1ccc(C(=O)OC)c(NC(=O)c2ccc(Br)o2)c1	-4	-9	1.5	-0.2
CCOC(=O)c1ccc(N2N=C(C)/C(=C/c3ccc4c(c3)n(C)c(=O)n4C)C2=O)cc1	-32	8	-0.4	0.0
CCOC(=O)c1sc(NC(=O)c2ccc(N3C(=O)c4ccccc4C3=O)cc2)nc1C	-5	-1	-0.4	0.0
CCN(CC)c1nc(NCCN2CCOCC2)nc(N2CCOCC2)n1	8	9	-0.3	0.0
Cc1cc(=O)oc(C)c1C(=O)NCCCN(CC(C)C)CC(C)C	-1	6	0.2	0.1
COc1ccc(C(=O)N(C)CCOc2ccccc2)cc1OC1CCN(C(C)=O)CC1	-25	7	-0.8	0.3
Cc1c(C(=O)N2CCN(Cc3ccccc3)CC2)sc2ncn(CC(=O)Nc3cccc(C(F)(F)F)c3)c(=O)c12	-5	-5	-0.8	0.1
CCNc1nc(NCC)nc(SCC(=O)c2ccccc2)n1	-2	7	1.7	-0.1
CSc1ccc(C2C(C#N)=C(N)Oc3n[nH]c(C)c32)cc1 (centres undefined)	5	18	-0.1	0.0
O=C(CNC(=S)N(CCCN1CCOCC1)Cc1cccs1)N1CCCCC1	0	-9	2.1	-0.1
COc1ccc(-c2nc(NC3CCN(Cc4ccccc4)CC3)c3ncn(Cc4ccc(C(F)(F)F)cc4)c3n2)cc1	-2	-6	3.0	-0.1
Cc1nc(SCC(=O)Nc2ccc(S(N)(=O)=O)cc2)n[nH]1	3	11	-0.2	0.1
Cc1cc(-c2cnc(C)nc2C2CCN(S(C)(=O)=O)CC2)on1	1	-1	-0.5	0.0
CCOC(=O)c1sc2nc(C)n(CC(=O)Nc3cccc(Cl)c3)c(=O)c2c1C	-5	-2	0.0	-0.1
NS(=O)(=O)c1ccc(NC(=O)CSc2nnnn2-c2ccccc2)cc1	0	-12	-0.8	0.2
CC[C@@H]1NC(=O)[C@@H]2C[C@H](NCc3cccc(OCCN(C)C)c3)CN2C1=O	2	-4	-0.1	0.0
Cc1cccc(NC(=S)NC(=O)c2ccccc2Cl)n1	-32	-4	-0.6	0.0
CCOC(=O)C1CCN(C(=O)c2sc3ncnc(N4CCCCC4)c3c2C)CC1	3	10	-2.0	0.1
COc1cccc(CNC(=O)c2ccc(CS(=O)(=O)Cc3ccc(C)cc3)o2)c1	2	-1	0.5	0.0
CCOc1ccc(C(=O)N2CCC(c3nc(C)ncc3-c3ccncc3)CC2)o1	-13	2	-0.2	-0.1

3 of these compounds, set out differently.
> CCOc1ccc(C(=O)N2CCC(c3nc(C)ncc3-c3ccncc3)CC2)o1
  TEAD-YAP block: -13; MITF primary: 2; GPR151 activ: -0.2; FBW7 activator: -0.1
> NS(=O)(=O)c1ccc(NC(=O)CSc2nnnn2-c2ccccc2)cc1
  TEAD-YAP block: 0; MITF primary: -12; GPR151 activ: -0.8; FBW7 activator: 0.2
> Cc1cc(=O)oc(C)c1C(=O)NCCCN(CC(C)C)CC(C)C
  TEAD-YAP block: -1; MITF primary: 6; GPR151 activ: 0.2; FBW7 activator: 0.1
